# M5 antag: antagonists of human muscarinic M5 receptor (CHRM5); 360,000 tested, 0.59% active; AID 624040; inhibition, % at 3 µM; CHO-hM5 cells, Fluo-8 calcium fluorescence, ACh EC80; P08912;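 active means inhibition above a per-plate cutoff, the mean of that plate's test compounds plus 3 SD, cut at about 27% in these data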;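 further: 0% = acetylcholine EC80 with DMSO and 100% = DMSO without agonist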
# Target sequence (P08912 whole entry, looked up): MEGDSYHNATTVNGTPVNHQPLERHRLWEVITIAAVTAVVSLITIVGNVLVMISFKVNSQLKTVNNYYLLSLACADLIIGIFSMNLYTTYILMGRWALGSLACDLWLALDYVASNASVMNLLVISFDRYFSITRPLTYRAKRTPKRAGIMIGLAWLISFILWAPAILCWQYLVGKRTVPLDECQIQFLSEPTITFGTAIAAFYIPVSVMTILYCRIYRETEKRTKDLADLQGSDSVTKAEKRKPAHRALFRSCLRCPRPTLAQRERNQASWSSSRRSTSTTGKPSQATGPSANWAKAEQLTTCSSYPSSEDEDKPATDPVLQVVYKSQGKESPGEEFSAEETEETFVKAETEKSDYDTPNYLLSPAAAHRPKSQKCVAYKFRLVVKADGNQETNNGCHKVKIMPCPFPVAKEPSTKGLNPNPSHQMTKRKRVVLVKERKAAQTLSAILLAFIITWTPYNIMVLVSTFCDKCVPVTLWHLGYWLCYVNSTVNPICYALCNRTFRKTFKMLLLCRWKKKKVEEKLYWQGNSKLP
# CHO-K1 Ca PAM: nonselective activator or artifact in parental CHO-K1 calcium assay. 360,000 tested, 0.02% active. ATP EC20, Fluo-8 calcium fluorescence; 0% at ATP EC20, 100% at ATP max. activation, % at 3 µM;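 active means activation above the run cutoff, the mean activation of all test compounds plus 3 SD, cut at about 40% in these data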;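 further: peak over basal fluorescence ratio in a 140 s read after ATP addition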
# M1 ag parental: counter-screen for M1 agonists: effect in parental CHO-K1 cells; Fluo-8 calcium fluorescence; scaled to maximal ATP response, vehicle zero; activation, % at 3 µM; 360,000 tested, 0.48% active; in the data active means activation above about 15%;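 further: untransfected CHO-K1 host cells lacking M1 receptor as counterscreen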
# CHRM5 PAM: positive allosteric modulators of human muscarinic M5 receptor | CHO-K1 hM5, Fluo-8 calcium, ACh EC20 PAM; 0% = ACh EC20, 100% = ACh EC100 | activation, % at 3 µM | 360,000 tested, 0.3% active;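 active means activation above the run cutoff, the mean activation of all test compounds plus 3 SD, cut at about 18% in these data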
#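 Assay system: CHO-K1 hM5 cells. Also added: acetylcholine at EC20 concentration, added after compound. Dosing: 3 µM, single dose. Times: compound preincubation 140 s before EC20 acetylcholine addition. Signal: Fluo-8 calcium fluorescence. Measure: % activation relative to EC20 and EC100 ACh responses. Repeats: singlicate, one well per test compound.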
# CHRM4 agonist: CHRM4 agonism in calcium assay; P08173; CHO-K1 hM4/Gqi5, Fluo-8 calcium fluorescence; vehicle 0%, full acetylcholine response 100%; activation, % at 3 µM; 360,000 tested, 0.14% active; AID 624127;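 active means activation above the run mean over all test wells plus 3 SD, cut at about 32% in these data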;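 further: peak over basal fluorescence ratio per well then scaled between controls; 0% = DMSO wells and 100% = acetylcholine at EC100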
# Target sequence (P08173 whole entry, looked up): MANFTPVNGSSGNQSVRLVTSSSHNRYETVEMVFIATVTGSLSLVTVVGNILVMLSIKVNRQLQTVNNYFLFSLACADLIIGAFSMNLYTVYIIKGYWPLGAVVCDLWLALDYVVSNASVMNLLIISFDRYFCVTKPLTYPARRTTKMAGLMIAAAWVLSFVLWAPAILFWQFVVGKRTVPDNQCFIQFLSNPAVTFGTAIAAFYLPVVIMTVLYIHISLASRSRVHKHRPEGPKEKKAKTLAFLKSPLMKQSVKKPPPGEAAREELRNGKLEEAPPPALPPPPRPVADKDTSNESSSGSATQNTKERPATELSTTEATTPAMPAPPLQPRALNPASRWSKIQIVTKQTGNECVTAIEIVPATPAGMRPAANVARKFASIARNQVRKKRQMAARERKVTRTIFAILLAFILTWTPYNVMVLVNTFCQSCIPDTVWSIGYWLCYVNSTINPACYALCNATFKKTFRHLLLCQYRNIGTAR
# CHRM5 agonist: agonists of human muscarinic M5 receptor (CHRM5) | CHO-K1 hM5 cells, Fluo-8 calcium fluorescence; 0% DMSO wells, 100% maximal acetylcholine response | 360,000 tested, 0.19% active | activation, % at 3 µM | P08912;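 active means activation above the run's mean over test compounds plus 3 SD, cut at about 23% in these data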;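 further: signal is peak over basal fluorescence ratio across the kinetic read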
# CHRM4 PAM: positive allosteric modulators of human muscarinic M4 receptor; activation, % at 3 µM; AID 624126; 360,000 tested, 0.4% active; CHO-K1 hM4/Gqi5, Fluo-8 calcium fluorescence, ACh EC20; 0% = ACh EC20, 100% = maximal ACh;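 active means activation above its plate's cutoff, the mean activation of sample wells plus 3 SD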; further: some results filed as inactive read as strong as hits
# CHO-K1 Ca antag: nonselective inhibitor or artifact in parental CHO-K1 cells; ATP-induced calcium, Fluo-8 fluorescence; AID 602250; 360,000 tested, 0.6% active; inhibition, % at 3 µM;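 active means inhibition above a per-plate cutoff, the plate's mean sample inhibition plus 3 SD, cut at about 24% in these data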;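 further: 0% = DMSO plus EC80 ATP and 100% = DMSO alone without ATP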
# M4 antag: antagonists of human muscarinic M4 receptor (CHRM4). CHO-hM4 cells, ACh EC80, Fluo-8 calcium fluorescence. P08173. inhibition, % at 3 µM. 360,000 tested, 0.73% active;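 active means inhibition above its plate's cutoff, the mean inhibition of sample wells plus 3 SD, cut at about 27% in these data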;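 further: 0% = acetylcholine EC80 with DMSO and 100% = DMSO without agonist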
# * = called active by the depositor.
SMILES,M5 antag,CHO-K1 Ca PAM,M1 ag parental,CHRM5 PAM,CHRM4 agonist,CHRM5 agonist,CHRM4 PAM,CHO-K1 Ca antag,M4 antag
CCOC(=O)c1cnc2cc(-c3ccc(Cl)cc3)nn2c1N,5,12,0.6,-4,1,0,9,-18,-5
COC(=O)c1ccc(-c2nc3ccc(C)cc3o2)cc1,-10,5,0.2,9,0,-3,4,1,-9
O=C1CN(c2nc(-c3ccccc3)c3cc(Cl)ccc3n2)c2ccccc2N1,-1,11,-0.3,-1,1,-1,8,-14,4
CCOc1ccccc1C(=O)Nc1nnc(SCC(=O)N2CCCC2)s1,5,11,0.6,3,0,1,0,-5,1
CCN1CCN(C(=O)c2[nH]c3ccc(OC)cc3c2C)CC1,-3,5,1.3,5,3,-4,6,-20,9
O=C1C2CCCN2C(c2ccc(Cl)cc2)N1c1nccs1 (stereo unspecified),-3,19,0.2,1,1,-2,2,-21,-1
OC1CCCN(Cc2c3ccccc3cc3ccccc23)C1 (stereo unspecified),-5,1,-0.6,4,0,-1,4,-5,-3
CCn1c(SC(C)C(=O)O)nc2sc3c(c2c1=O)CCC3 (stereo unspecified),1,16,0.2,1,0,0,-2,-7,4
COc1cc2c(C(=O)O)c(C)n(CC(C)C)c2c2ccccc12,1,21,-0.3,3,-2,0,1,-3,-13
COC(=O)c1ccc(Cn2nnc3c(=O)[nH]c(C4CCCN(S(=O)(=O)c5ccccc5)C4)nc32)cc1 (stereo unspecified),3,22,1.4,-1,0,-4,6,-15,-6
OC(c1cccc(Cl)c1)c1nc(-c2ccc(F)c(Cl)c2)cs1 (stereo unspecified),-3,-13,0.0,-2,-1,0,-3,2,4
CCNC(=O)C1CCCN(C(=O)c2cnc3ccccc3n2)CC1 (stereo unspecified),4,8,0.2,0,0,0,3,1,6
C#CCOCCOCCOCCNc1nc(N2CCN(C(=O)CCCCCCCCCCNC(=O)[C@H](CCCCN)n3cc(CCCC(=O)O)nn3)CC2)nc(N2CCN(C(=O)CCCCCCCCCCNC(=O)[C@H](CCCN=C(N)N)n3cc(C[C@@H](C)CC)nn3)CC2)n1,5,16,0.2,13,2,-5,-12,-15,0
Cc1ccc(C(=O)N2CCCC2)cc1S(=O)(=O)N1CCCCC1,2,-5,0.3,8,1,-1,-3,4,-1
O=C(CCc1ccccn1)N1CCCC(Nc2ccc(F)cc2)C1 (stereo unspecified),4,18,0.8,-1,0,-7,1,1,2
CCCC1(CCC)NC(=O)N(CC(=O)Nc2ccc(Cl)c(S(=O)(=O)N3CCOCC3)c2)C1=O,6,6,2.2,-19,9,7,-4,-11,6
CCCC(=O)N/C(N)=N/c1nc2ccccc2o1,0,12,3.8,-2,1,4,-6,-15,-3
CC(/C=C\c1ccccc1)=C/C(=O)O,1,14,0.4,8,1,1,1,-8,-10
CC(CNC(=O)c1ccccc1Cl)NC(=O)c1ccccc1Cl (stereo unspecified),6,-7,0.1,-10,1,0,4,1,-10
CCn1c(=O)c(C(=O)CN(C)Cc2ccc(F)cc2)c(N)n(Cc2ccccc2)c1=O,-7,5,0.5,7,5,-7,3,-16,-4
Cc1cccc(C(=O)NC2CCN(CC(=O)Nc3ccc4c(c3)OCO4)CC2)c1,-1,2,-0.9,7,1,-3,0,3,-3
O=c1nc(N2CCOCC2)ccn1-c1nc(-c2ccccc2)oc1-c1ccccc1,-1,17,4.0,-3,10,3,3,-26,-3
c1ccc(-c2ccccc2-c2nc(-c3ccncc3)no2)cc1,-5,13,-0.1,3,-1,-8,-3,-5,4
Cc1nc(Cl)c2oc3ccccc3c2n1,3,16,0.3,0,1,0,2,-10,-5
O=C(O)C1C2C=CC(C2)C1C(=O)NCc1ccccc1F (stereo unspecified),5,-8,-0.1,-5,1,0,-6,3,6
Cn1c(=O)c2c(SCc3c(F)cccc3Cl)nc(CC(C)(C)C)nc2n(C)c1=O,-2,7,0.0,3,0,2,1,-4,-4
Cc1cc(-c2nnc(SCC(=O)Nc3ccc(S(N)(=O)=O)cc3)n2N)n[nH]1,-8,18,-0.3,4,1,-3,11,-14,-26
CSc1ncccc1C(=O)OCC(=O)N(C)C1CCS(=O)(=O)C1 (stereo unspecified),4,-1,0.0,5,0,0,1,-7,6
CCc1ccc(C(O)(c2ccccc2OC)C(CN2CCOCC2)c2ccccc2)cc1 (stereo unspecified),-2,-1,-0.6,6,-1,-5,0,-17,-10
N#CC1(NC(=O)COC(=O)c2cccc(-n3cnnn3)c2)CCCCC1,2,0,1.6,-6,0,0,0,-9,4
O=C(O)c1ccc(Cl)c(S(=O)(=O)N2CCCC2)c1,-2,1,0.2,-2,1,2,7,-2,-5
COC(=O)c1c(N)sc(C(C)=O)c1C,5,19,0.0,2,0,3,3,-12,-11
Cc1cc(NCCO)c2ccccc2n1,6,0,0.7,0,0,-7,6,-10,18
O=C1C2C3C=CC(C3)C2C(=O)N1c1cccnc1 (stereo unspecified),0,-2,-0.1,-3,0,2,-4,-14,1
CC(NCc1ccc(OCc2ccc(Cl)cc2)cc1)C(O)c1ccccc1 (stereo unspecified),6,11,8.2,3,20,7,-21,5,24
CC(C)C[C@H](N)c1cn([C@@H](Cc2ccc(O)cc2)C(=O)N2CCNCC2)nn1,2,19,0.1,-4,2,2,11,-14,-2
Cc1ccc(-c2nn3c(C)nnc3s2)cc1NC(=O)C(C)C,1,1,0.0,-2,0,0,1,6,12
Cc1cccc(C)c1NC(=O)CN1CCN(C(=O)CNC(=O)c2ccc(-c3ccccc3)cc2)CC1,2,7,7.8,-8,10,4,-4,-8,-4
CCOc1ccc(S(=O)(=O)N2CCC(C(=O)NCC3CCCO3)CC2)cc1Cl (stereo unspecified),0,-7,-0.3,13,2,-2,1,-13,-14
COc1ccccc1NCCC(=O)OCC(=O)NC1CCCCCC1,6,7,0.6,-1,2,0,11,-3,-1

# Some entries already given, limited to CHRM4 PAM:
SMILES | CHRM4 PAM
Cc1cc(NCCO)c2ccccc2n1 | 6
Cc1cccc(C)c1NC(=O)CN1CCN(C(=O)CNC(=O)c2ccc(-c3ccccc3)cc2)CC1 | -4
COC(=O)c1c(N)sc(C(C)=O)c1C | 3
O=C(O)c1ccc(Cl)c(S(=O)(=O)N2CCCC2)c1 | 7

# Later entries:
SMILES,M5 antag,CHO-K1 Ca PAM,M1 ag parental,CHRM5 PAM,CHRM4 agonist,CHRM5 agonist,CHRM4 PAM,CHO-K1 Ca antag,M4 antag
Oc1ccc(/C=N/Nc2ccc(C(F)(F)F)cn2)c(O)c1,13,17,0.5,-4,1,-2,-1,6,1
COc1ccc(NS(=O)(=O)c2cccc(C(=O)NNC(=O)c3cc(S(N)(=O)=O)ccc3OC)c2)cc1,-4,-20,-0.5,1,0,3,18,3,-9
CCOC(=O)C1CCN(CC(C)(C)NS(=O)(=O)c2ccc(C)cc2)CC1,7,4,1.8,5,2,-4,-1,-15,-13
CCC(C)NC(=O)COC(=O)c1ccc(Cl)cc1O (stereo unspecified),7,-2,-0.1,6,0,-3,2,3,1
COc1ccc(OC)c(NC(=O)CCCCCn2nnc3ccccc3c2=O)c1,13,-9,2.7,-4,8,0,-6,7,-5
COc1ccc(-c2cc(C(=O)Nc3cc(OC)c(OC)c(OC)c3)[nH]n2)c(C)c1,-2,-16,2.9,-1,8,2,-5,2,-13
Cn1c(CCC(=O)Nc2cc(S(C)(=O)=O)ccc2Cl)nc2cc(S(=O)(=O)N3CCOCC3)ccc21,4,6,0.7,-1,1,3,-2,-8,-5
COCCOC(=O)c1c(C)oc2ccc(OCC=C(C)C)cc12,4,21,-0.1,-1,-2,-2,6,-7,-10
COc1ccc(NS(=O)(=O)c2ccc3oc(SC(C)C(N)=O)nc3c2)cc1 (stereo unspecified),7,-4,7.7,-12,8,-1,-10,17,18
O=C(COC(=O)CCSc1ccc(Cl)cc1)NCc1ccco1,-2,10,0.7,14,1,-3,7,-12,-3
CC1(C)Cc2cccc(OCC(=O)OCc3nnc(-c4ccccc4)o3)c2O1,-5,-5,0.4,2,4,1,-2,8,8
COC(=O)c1cc2nc(-c3ccc(OC)c(OC)c3)cc(C(F)(F)F)n2n1,-2,17,0.8,3,1,-1,3,-8,2
Cc1[nH]n(-c2ccccc2)c(=O)c1N=Nc1ccc2c(c1)OCO2,-4,-14,-0.2,-3,1,-3,-8,-14,-7
Cn1c(Cc2ccccc2)nnc1SCC(=O)Nc1ccccc1N1CCOCC1,-17,-14,-0.2,8,0,-9,15,5,-6
CC1(C)Cc2c(C#N)c(N)n(-c3ccccc3)c(=S)c2CO1,-1,12,0.1,4,1,3,-3,-12,2
COc1cc(NC(=O)c2cc3ccccc3cc2OC)ccc1NC(=O)c1cccs1,12,-7,3.4,-9,15,-3,-10,11,10
COc1ccc(CN2CCN(CC=C(C)C)C(CCO)C2)cc1Cn1cncn1 (stereo unspecified),-8,19,-0.4,6,1,-5,10,1,-13
O=c1c2sc3nc(N4CCOCC4)c4c(c3c2ncn1CCc1ccccc1)CCCC4,3,-15,-0.1,-7,0,-2,-13,16,25
CSCCC(NC(=O)c1ccccc1)C(=O)NNC(=O)c1csc(N2CCOCC2)n1 (stereo unspecified),17,5,0.2,0,2,-4,4,3,-9
Nc1c(C(=O)Nc2ccc(S(=O)(=O)N3CCCC3)cc2)sc2nc3cc4c(cc3cc12)CCC4,9,16,5.8,-10,9,3,-15,2,8
Cc1ccc(CSCc2nnc(SCC(=O)N3CCN(c4ccccc4)CC3)n2C)cc1,1,16,6.5,-9,13,3,-1,-10,-3
O=C(c1ccc(=O)[nH]c1)N(c1ccccc1)C(CCc1ccccc1)c1nc2ccccc2[nH]1 (stereo unspecified),-6,-6,0.3,-1,1,3,-3,16,-4
Fc1ccccc1CSc1nnc(-c2cccs2)o1,-2,13,-0.2,1,-1,-1,11,-13,-4
CCCCn1c(N)c(N(CC)C(=O)CSCC(=O)Nc2ccc(OC)cc2)c(=O)[nH]c1=O,6,-4,0.5,1,1,0,-3,-1,1
COc1cc(-c2nnc(SCc3cc(=O)oc4cc(C)ccc34)o2)cc(OC)c1OC,2,10,0.9,-6,4,-2,0,-9,-4
Cc1[nH]n(-c2ccccc2)c(=O)c1/C=N/O,2,4,-0.2,1,0,0,5,-1,-2
COc1ccc(C(=O)COC(=O)c2ccc([N+](=O)[O-])s2)cc1OC,3,-21,1.0,4,1,4,0,3,7
CCN(Cc1cnn(C)c1)C(=O)CC1C(=O)NCCN1Cc1cccc(OC)c1OC (stereo unspecified),0,14,-0.3,-4,1,-1,-4,2,1
CC(=O)Nc1ccc(N2CCCC2)cc1,3,7,0.1,-6,1,-1,3,5,4
COC(=O)C1=C(NC(=O)C2CCCCC2)CCS1,2,23,0.0,0,-1,0,6,-9,-10
O=C(O)c1ccc(-c2ccccn2)s1,-8,9,0.1,1,1,-2,1,-1,-1
CCOc1ccc(NC(=O)Cn2c(=O)n(CC3CCCO3)c(=O)c3ccccc32)cc1 (stereo unspecified),-4,26,1.1,5,0,1,8,-21,-9

# Screening results from PubChem.
